CXCR6 inh: blocks human CXCR6 beta-arrestin recruitment; O00574; CHO-K1 PathHunter CXCR6 beta-arrestin, luminescence; inhibition, % at 20 µM; actives 0.36% (n = 360,000); in the data active = inhibition above about 34%, passing the limit was not always enough;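 also: antagonist mode with CXCL16 agonist at 10 nM final; 0% = 10 nM CXCL16 with DMSO and 100% = unstimulated wells without agonist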
UBC13 polyUb: human UBC13 polyubiquitination inhibition; P61088; UBC13 polyubiquitin chain formation, TR-FRET; inhibition, % at 20 µM; actives 0.47% (n = 330,000); AID 485273; in the data active = inhibition above about 45%, passing the limit was not always enough
Target sequence (P61088 whole entry, looked up): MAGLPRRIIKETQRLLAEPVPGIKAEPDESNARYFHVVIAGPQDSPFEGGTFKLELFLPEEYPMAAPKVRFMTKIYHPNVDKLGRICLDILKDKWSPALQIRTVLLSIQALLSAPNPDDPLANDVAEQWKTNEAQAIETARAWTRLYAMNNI
CCR6 antag: antagonists of human CCR6 receptor | inhibition, % at 20 µM | CHO-K1 CCR6 PathHunter beta-arrestin, luminescence, CCL20-stimulated | actives 0.49% (n = 340,000);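 active = compounds whose inhibition of the agonist-driven luminescence signal at 20 µM reaches about 50%, limit read from the data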;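 also: cells stimulated with CCL20 at 14 nM final; plate controls were DMSO with CCL20 for no effect and DMSO without agonist for full effect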
APJ antag: APJ receptor antagonism. P35414. CHO-K1 APJ beta-arrestin complementation, luminescence. inhibition, % at 20 µM. actives 0.32% (n = 330,000);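 active = inhibition above about 40% at 20 µM, limit read from the data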;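 also: cells challenged with 10 nM apelin-13 agonist together with compound; plate controls were apelin-13 plus DMSO wells for no effect and DMSO wells lacking apelin-13 for full effect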
Target sequence (P35414 whole entry, looked up): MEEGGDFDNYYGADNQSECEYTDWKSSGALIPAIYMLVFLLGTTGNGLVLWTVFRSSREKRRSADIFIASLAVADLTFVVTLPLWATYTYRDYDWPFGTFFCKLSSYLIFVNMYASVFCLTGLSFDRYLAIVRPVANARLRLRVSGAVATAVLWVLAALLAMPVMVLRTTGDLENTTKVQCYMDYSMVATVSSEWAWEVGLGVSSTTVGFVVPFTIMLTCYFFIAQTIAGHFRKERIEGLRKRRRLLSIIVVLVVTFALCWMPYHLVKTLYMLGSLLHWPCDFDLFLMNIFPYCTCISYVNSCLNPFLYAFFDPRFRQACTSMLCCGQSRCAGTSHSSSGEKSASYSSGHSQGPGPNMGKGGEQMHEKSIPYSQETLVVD
Jurkat NFkB inh: lowers PMA/ionomycin-induced NF-kB signal in Jurkat cells. PMA/ionomycin-induced NF-kB luciferase reporter, luminescence. inhibition, % at 4 µM. AID 435003. actives 0.53% (n = 330,000); in the data active = inhibition above about 50%
697 NFkB inh: inhibitors of the PMA/ionomycin-induced NF-kB reporter in 697 B cells; inhibition, % at 4 µM; actives 0.33% (n = 330,000); AID 435022; 697 B-cell NF-kB luciferase reporter, 16 h; in the data active = inhibition above about 35%
Gli-Sufu antag: blocks Gli-Sufu signaling in a luciferase reporter; Sufu-KO-LIGHT fibroblasts, Gli luciferase reporter luminescence; inhibition, % at 5 µM; actives 0.74% (n = 340,000);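 active = inhibition above about 55%, limit read from the data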;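 also: 0% = DMSO-treated cells and 100% = wells with medium but no cells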
EBI2 block: antagonists of human EBI2 receptor; actives 0.81% (n = 360,000); inhibition, % at 5 µM; P32249; AID 651636; EBI2 beta-arrestin recruitment, luminescence, 7a,25-OHC stimulated; in the data active = inhibition above about 38%;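 also: enzyme fragment complementation signal reports receptor beta-arrestin coupling in cells; 0% = agonist plus DMSO wells and 100% = wells without agonist; some results beyond the cut were filed as inactive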
Target sequence (P32249 whole entry, looked up, the tested form may be a part): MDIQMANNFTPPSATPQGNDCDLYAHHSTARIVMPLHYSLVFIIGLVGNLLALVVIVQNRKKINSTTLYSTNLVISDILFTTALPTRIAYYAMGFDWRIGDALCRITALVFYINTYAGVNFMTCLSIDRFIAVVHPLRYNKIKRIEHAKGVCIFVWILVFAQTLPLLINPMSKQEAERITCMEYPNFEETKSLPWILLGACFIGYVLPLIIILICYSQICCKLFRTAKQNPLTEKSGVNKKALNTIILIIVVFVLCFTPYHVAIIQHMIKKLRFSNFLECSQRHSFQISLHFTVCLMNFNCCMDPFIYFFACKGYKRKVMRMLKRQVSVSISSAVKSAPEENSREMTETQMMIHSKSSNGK
An asterisk follows results filed as active; / = no result given.

cpd	structure	Jurkat NFkB inh	Gli-Sufu antag	697 NFkB inh	CCR6 antag	APJ antag	CXCR6 inh	EBI2 block	UBC13 polyUb
1	CCOC(=O)c1ccccc1OCc1cc(/C=N/n2cncn2)ccc1OC	14	6	-25	20	0	7	4	4
2	Nc1c(C(=O)NC2CCCC2)sc2nc(-c3cccs3)ccc12	-1	-15	6	16	-3	3	24	0
3	COC(=O)c1cc(NC(=O)c2cccnc2)cc(C(=O)OC)c1	-3	-23	24	-3	12	-1	12	13
4	COCCn1c(-c2ccco2)csc1=Nc1cccnc1	9	8	19	2	16	1	12	-4
5	CC[n+]1c(C)sc2c(C)cc(C)cc21	-14	2	-11	9	12	-2	1	-4
6	Cc1ccn2cc(C(=O)Nc3nnc(C)s3)nc2c1	-6	-31	-89	3	19	-2	-2	-26
7	CCN(CC)S(=O)(=O)c1nnc(NC(=O)c2ccco2)s1	-15	10	1	9	1	-3	9	-3
8	CC1CC(C)CN(c2ncnc3c2cnn3-c2ccc(Cl)cc2)C1 (stereo not drawn)	-129	-10	-198	4	15	-3	11	9
9	COc1cn(-c2ccccc2)nc1C(=O)NCc1ccccc1	-7	-2	4	10	-29	-4	-4	1
10	O=C(CSc1ccc(-c2ccccn2)nn1)Nc1cccc(F)c1	-20	-14	2	-3	10	-4	-9	-8
11	C=CCn1c(=O)c(C(=O)NCc2ccccc2Cl)c(O)c2ccccc21	1	3	6	-1	17	-4	-3	16
12	Clc1nnc(N2CCCCC2)c2ccccc12	-11	6	-20	2	-18	4	3	5
13	CCN1CCN(C(=O)c2ccc(-c3nc4ccccc4s3)s2)CC1	-130	-43	-104	0	11	-3	-3	9
14	CCCCCCCCn1c2c(c(=N)c3c1CCC3)CCCC2	89*	89*	7	23	27	-1	6	26
15	CCCCN(CC)C(=O)CSc1cc(=O)n(C)c2ccccc12	1	3	20	-10	4	-4	-3	12
16	COC(=O)c1cc2sccc2n1CC(=O)N1CCCc2ccccc21	-9	27	10	15	-13	2	-7	-12
17	COc1cc(Cl)c(C)cc1NC(=O)CC1SC(N2CCOCC2)=NC1=O (stereo not drawn)	-5	-1	6	-1	-5	-1	-12	-3
18	Cc1nnsc1SCCNC(=O)Nc1ccc(Cl)cc1	-57	-26	-55	5	9	-8	5	-5
19	Fc1ccc2c(c1)C(c1ccncc1)=NNC(c1ccc(Br)cc1)=N2	-3	3	23	11	-14	1	-2	-2
20	CC(Sc1nnc(C2CC2)n1C1CC1)C(=O)Nc1ccc(C(N)=O)cc1 (stereo not drawn)	-3	-6	-11	-2	-15	-4	-2	-4
21	O=C(N/C(=C/c1ccc(Br)cc1)C(=O)N1CCCC1=O)c1ccco1	5	14	-4	6	11	0	6	1
22	COc1ccc(/C=C/C(=O)c2ccc3c4c(cccc24)CC3)cc1	25	-9	3	2	-6	3	56*	8
23	COC(=O)c1cn(NC(=O)c2ccc([N+](=O)[O-])cc2Cl)c(=O)c2ccccc12	-11	10	5	-1	-14	-5	-1	3
24	CC1CCCN(C(=O)CCCNC(=O)c2ccc(Cl)cc2)C1 (stereo not drawn)	26	-13	13	-8	-21	-6	2	10
25	CC(C(=O)N1CCN(c2ccc(Cl)cc2)CC1)c1ncc(C(F)(F)F)cc1Cl (stereo not drawn)	7	3	5	23	-7	3	-13	-7
26	Cc1ccc(S(=O)(=O)N(C)c2ccc(C(=O)NCC(c3cccs3)N3CCOCC3)cc2)cc1 (stereo not drawn)	6	6	-23	15	-8	-1	-15	1
27	COc1cccc(COc2ccc(N(C)S(=O)(=O)c3ccccc3)cc2)c1	7	-18	-12	24	21	4	20	1
28	CC(C)N(Cc1ccccc1)C(=O)CN1C(=O)NC2(CCCCCC2)C1=O	4	-4	22	3	28	3	-8	11
29	CS(=O)(=O)N(CC(=O)Nc1ccc(F)c(F)c1)c1cccc([N+](=O)[O-])c1	10	5	18	15	-20	-2	0	11
30	CCCCc1ccc(S(N)(=O)=O)cc1	3	2	1	11	0	-4	-2	1
31	COc1ccc(/C=N/NC(=O)c2nnn(-c3nonc3N)c2CN(C)c2ccccc2)cc1	3	-9	-25	1	-39	-13	5	-8
32	CCN(C(=O)CSc1ncn[nH]1)c1cccc2ccccc12	5	16	5	12	7	5	-6	-6
33	O=C(Nc1ccccn1)c1ccc(S(=O)(=O)N2CCCCCC2)cc1	-71	-42	-9	10	12	1	-1	-4
34	CC(=O)N1c2ccc(F)c(F)c2C[C@H]1C	-9	-7	-1	7	1	2	-8	-3
35	Cc1ccc2oc(=O)c3cnn(CC(=O)N4CCCc5ccccc54)c3c2c1	-1	6	-21	4	6	7	53*	6
36	Cc1cc(C)c[n+](CC(=O)c2c(C)cc(C)c([N+](=O)[O-])c2C)c1	-4	12	13	-2	11	3	1	0
37	CCCN1CCN(CC(=O)Nc2nc3ccccc3s2)CC1	-20	13	-2	9	-13	-6	-4	-4
38	Cc1ccn2c(NC(=O)c3ccccc3)c(-c3cccs3)nc2c1	-19	26	12	-29	8	-3	0	-8
39	Cc1cccc(C)c1OCC(=O)N/N=C/C=C/c1ccco1	-8	0	-11	0	5	-1	-9	-17
40	CCc1ccccc1NC(=S)N1CCCCCC1	-2	-11	-7	2	-8	-11	-1	-3
41	CCOc1ccc(NC(=O)Cn2nnc(C(=O)NCCc3ccc(OC)c(OC)c3)c2N)cc1	-5	-8	0	1	-3	-9	3	-4
42	Cc1[nH]c(=O)c(S(=O)(=O)c2ccccc2)c(C)c1Cl	-13	0	8	5	-13	2	-7	-3
43	CC(C)(C)OC(=O)C(C)(C)Sc1nnc(N)s1	-1	-26	5	-5	1	10	-30	6
44	CC1C(C(=O)Nc2ccccc2)CCCC1(C)C(=O)O (stereo not drawn)	11	6	19	-2	-7	2	-2	1
45	CCOC(=O)C(C)Sc1nnc2n1C(C)(C)Cc1ccccc1-2 (stereo not drawn)	-6	-2	4	-12	5	2	3	8
46	COC(=O)c1ccc(CSc2nc3c(cnn3-c3ccc(Cl)cc3)c(=O)[nH]2)o1	/	6	/	-10	/	-2	-4	/
47	CSc1nnc(-c2cnccn2)n1Cc1ccccc1	-1	0	3	0	13	0	-1	10
48	Cn1ccc(C(=O)OCC(=O)c2ccccc2)n1	8	0	-5	6	1	0	-2	7
49	COc1ccccc1CCNC(=O)CSc1ccc(-c2ccco2)nn1	-2	3	27	8	3	6	7	-2
50	O=C(/C=C/c1ccc2ccccc2n1)c1cc(Br)ccc1O	-26	-10	-24	11	-28	-13	-1	-3

The listing continues.
cpd	structure	Jurkat NFkB inh	Gli-Sufu antag	697 NFkB inh	CCR6 antag	APJ antag	CXCR6 inh	EBI2 block	UBC13 polyUb
51	CC1(C)CC(=O)c2sc(NS(=O)(=O)c3ccccc3)nc2C1	7	1	8	-6	7	-7	-7	-6
52	CCCCNC(=S)Nc1ccc2cn[nH]c2c1	-17	2	-53	8	-16	-8	3	-8
53	COc1ccc(C(=O)/C=C/c2ccc3c(c2)OCCO3)cc1	5	4	-16	12	11	11	25	-2
54	COC(=O)n1c(=O)oc2cc(S(=O)(=O)N3CCCCC3)ccc21	-13	2	-11	-10	-4	0	-14	-4
55	CCOC(=O)c1sc(NC(=O)Nc2cccc(Cl)c2)cc1C	-130	-5	-131	-6	-8	-14	15	-10
56	O=C(O)COc1ccc(Br)cc1C(c1c(C(=O)O)[nH]c2ccccc12)c1c(C(=O)O)[nH]c2ccccc12	-12	4	-20	11	-13	0	-5	-35
57	COc1cccc(NC(=O)CN2CCN(S(=O)(=O)c3ccc(C(C)C)cc3)CC2)c1	-4	-1	2	4	3	3	12	-2
58	CCc1cccc(OC2OC(CO)C(O)C(O)C2NC(C)=O)c1 (stereo not drawn)	-14	-9	10	-6	-6	-1	-5	1
59	COc1ccc(-c2[nH]nc3c2C(c2ccncc2)C(C#N)=C(N)O3)cc1 (stereo not drawn)	11	-13	-41	-26	14	-5	-1	-28
60	COc1ccc(/C=N/n2cnnc2)cc1Oc1nc(Cl)ncc1F	12	4	0	5	-9	-9	-11	16
61	CCC(C)C(NC(=O)OC(C)(C)C)C(=O)NC(C)C(N)=O (stereo not drawn)	3	-5	0	-3	16	-13	-2	2
62	COc1ccc2cc(C(=O)COC(=O)COc3ccc4c(C)cc(=O)oc4c3)ccc2c1	-2	-3	3	16	13	-1	10	26
63	CC1(C)CC(=O)c2cc(NC(=O)c3ccccc3)c(=O)oc2C1	-3	28	-3	4	6	10	7	-3
64	Cc1ccc(C)c(NC(=S)NCc2ccc3c(c2)OCO3)c1	1	4	17	3	7	6	-2	-2
65	CC(=O)Nc1ccc(C(=O)CCl)cc1	-8	12	8	16	21	19	-1	5
66	CCOC(=O)N/N=C/c1cn(Cc2ccc(F)cc2)c2ccccc12	-2	-4	22	6	-4	9	2	2
67	CCN1CCN(S(=O)(=O)Cc2ccccc2Cl)CC1	5	2	8	-12	-6	3	-1	4
68	O=C(Nc1ccc(C2CCCCC2)cc1)C1CCN(c2ncccn2)CC1	-17	-3	5	2	0	-4	-2	-6
69	CCc1ccccc1SCc1noc(C(=O)NCC2CCCO2)c1C(=O)O (stereo not drawn)	2	-7	-20	13	-6	9	-2	-2
70	Cc1ccc(-n2ccc(=O)c(C(=O)Nc3ccc(S(=O)(=O)Nc4nccc(C)n4)cc3)n2)cc1	-9	-9	8	5	-1	2	-1	-16
71	O=C(O)c1cccn1Cc1ccccc1F	-2	-5	15	-11	18	-14	-9	8
72	CC1(C)Cc2c(c(N3CCOCC3)nc3snc(NC(=O)c4ccccc4)c23)CO1	-5	-4	18	7	-18	-12	-8	5
73	COC(=O)C1=C(Nc2ccc(C)cc2)C=C(C)C(C(=O)OC)C1c1ccc(F)cc1 (stereo not drawn)	7	6	-2	9	15	11	20	3
74	Brc1ccccc1/C=N/N1CCCCC1	-9	12	6	2	12	-5	-9	0
75	Clc1ccc2nc(CSc3ncn[nH]3)cn2c1	-11	-23	3	-4	6	-6	7	-3
76	CCC1CCCCN1CCCNC(=O)Cn1nc(C)n2nc(-c3ccccc3)cc2c1=O (stereo not drawn)	-12	21	-8	10	6	2	5	8
77	COc1ccc(C2(C)NC(=O)N(CC(=O)c3ccc4c(c3)OCO4)C2=O)cc1 (stereo not drawn)	4	0	17	12	11	-5	0	2
78	COc1ccc(OC)c(NC(=S)N2CCCC2)c1	-19	3	-10	-3	-12	-7	-24	-2
79	CC1=C(C(=O)Nc2ccc(C)cc2)C(c2ccco2)NC(=O)N1 (stereo not drawn)	-15	9	-19	-10	-21	2	0	-4
80	O=C1C(Cl)=C(NC2CCCCC2)C(=O)N1Cc1ccccc1	-6	-2	2	17	-19	2	-1	1
81	CCN1CCCC1CNC(=O)c1csc2c1CCCC2 (stereo not drawn)	-10	21	-4	-3	3	2	1	1
82	O=c1[nH]c2sc3c(c2c2nncn12)CCCC3	-7	-2	16	-1	6	0	-6	-8
83	CCOC(=O)c1cc(C#N)c(Oc2ccccc2)nc1-c1ccccc1	-10	7	0	17	8	7	17	10
84	CCn1cc(C(=O)O)c(=O)c2cnc(N3CCN(C(=S)NC(=O)c4ccccc4)CC3)nc21	-7	12	1	6	15	10	4	-8
85	Cc1cn2c(-c3ccc(Cl)cc3)nnc2s1	5	2	18	14	11	-10	2	3
86	Cc1cc(C(=O)Nc2ccc(Br)cc2)c2ccccc2n1	-5	-9	0	-11	-15	-5	-7	-2
87	CCOc1c(C(N)=O)cc([N+](=O)[O-])cc1[N+](=O)[O-]	-8	1	6	3	-3	-9	-8	-1
88	C=CCn1c(SCC#N)nc2ccccc2c1=O	-14	5	-21	11	-1	-2	-7	-9

Some of these compounds in order of formula weight, lowest first.
cpd	structure	Jurkat NFkB inh	Gli-Sufu antag	697 NFkB inh	CCR6 antag	APJ antag	CXCR6 inh	EBI2 block	UBC13 polyUb
44	CC1C(C(=O)Nc2ccccc2)CCCC1(C)C(=O)O (stereo not drawn)	11	6	19	-2	-7	2	-2	1
86	Cc1cc(C(=O)Nc2ccc(Br)cc2)c2ccccc2n1	-5	-9	0	-11	-15	-5	-7	-2
72	CC1(C)Cc2c(c(N3CCOCC3)nc3snc(NC(=O)c4ccccc4)c23)CO1	-5	-4	18	7	-18	-12	-8	5
